LMPTP block: LMPTP (human) inhibition | AID 651560 | recombinant LMPTP-A, OMFP fluorogenic substrate, fluorescence intensity | inhibition, % at 20 µM | 360,000 compounds, 0.22% hits | P24666;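 active = compounds that cut the enzyme signal by at least half of the control window in the single-dose screen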;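 note: plate controls were DMSO wells with enzyme plus substrate for no effect and substrate without enzyme for full effect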
Target sequence (P24666 whole entry, looked up): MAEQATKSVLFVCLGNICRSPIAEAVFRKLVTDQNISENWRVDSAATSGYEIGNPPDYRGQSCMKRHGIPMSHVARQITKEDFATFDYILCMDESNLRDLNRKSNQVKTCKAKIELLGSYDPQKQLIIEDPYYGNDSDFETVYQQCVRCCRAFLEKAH
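Assay system: LMPTP-A, protein tyrosine phosphatase of low molecular weight / Medium: pH 6.0 Bis-Tris buffer with DTT and Triton X-100 / Schedule: 50 min enzyme reaction at room temperature, protected from light / Measured by: endpoint fluorescence intensity from OMFP dephosphorylation / Read-out basis: % inhibition relative to no-enzyme and uninhibited control wells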
CendR NRP1 mod: NRP-1/CendR interaction modulation | 360,000 compounds, 0.85% hits | AID 602438 | O14786 | FAM-RPARPAR peptide binding to NRP-1, fluorescence polarization | inhibition, % at 25 µM;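 active = inhibition or corrected inhibition above about 18%, plus a signal ratio from 0.5 to 1.5, limit read from the data, passing the limit was not always enough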; note: strong numbers were not always called active
NadD inh: blocks S. aureus nicotinate mononucleotide adenylyltransferase. 360,000 compounds, 0.78% hits. purified NadD enzyme, colorimetric absorbance read-out. inhibition, % at 20 µM; in the data active = inhibition above about 26%; note: some compounds past the cut are filed as inactive
STEP block: blocks human striatal-enriched tyrosine phosphatase. 360,000 compounds, 0.25% hits. P54829. AID 588621. recombinant STEP, OMFP fluorogenic substrate, fluorescence. inhibition, % at 20 µM;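 active = inhibition at 20 µM, scaled per plate between control wells, above about 37%, limit read from the data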;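 note: 0% = DMSO with enzyme and substrate and 100% = substrate only without enzyme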
Target sequence (P54829 whole entry, looked up): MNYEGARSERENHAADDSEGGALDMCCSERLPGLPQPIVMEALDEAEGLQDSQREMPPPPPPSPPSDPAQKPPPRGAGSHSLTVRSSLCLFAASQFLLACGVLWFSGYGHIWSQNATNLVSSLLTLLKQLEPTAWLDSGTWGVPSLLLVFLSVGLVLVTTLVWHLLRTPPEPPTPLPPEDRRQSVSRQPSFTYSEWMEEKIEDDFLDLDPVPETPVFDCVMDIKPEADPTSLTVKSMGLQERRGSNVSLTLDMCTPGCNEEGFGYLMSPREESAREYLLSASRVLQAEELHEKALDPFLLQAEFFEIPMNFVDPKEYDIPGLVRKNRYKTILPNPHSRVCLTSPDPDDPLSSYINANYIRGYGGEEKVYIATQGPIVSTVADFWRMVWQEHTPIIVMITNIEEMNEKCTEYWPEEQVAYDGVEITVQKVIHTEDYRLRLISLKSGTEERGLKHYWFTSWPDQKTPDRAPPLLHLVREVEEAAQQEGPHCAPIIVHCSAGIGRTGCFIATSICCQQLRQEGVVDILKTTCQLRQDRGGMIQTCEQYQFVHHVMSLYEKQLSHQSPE
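Material: STEP (striatal-enriched tyrosine phosphatase) enzyme, cell-free | Medium: 50 mM Bis-Tris pH 6.0 with 2.5 mM DTT and 0.005% Tween 20 | Read-out: Percent inhibition scaled to no-enzyme and uninhibited-enzyme controls, plate-pattern corrected | Signal: Fluorescence read at 480 nm ex / 540 nm em | Times: 20 min reaction, room temperature, in the dark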
Neddyl block: cullin neddylation inhibition. TR-FRET cullin neddylation, biochemical. calls only at 25 µM. 360,000 compounds, 0.58% hits. AID 651699; in the data active = inhibition above about 36%
SUMO1-SIM PPI: SUMO1-SIM interaction modulation; 360,000 compounds, 0.33% hits; SUMO1 binding to a labelled peptide, TR-FRET, 1 h; P63165; inhibition, % at 20 µM; in the data active = inhibition above about 37%
SKN-1 block: inhibitors of C. elegans SKN-1; 360,000 compounds, 0.49% hits; inhibition, % at 21.8 µM; AID 624304; C. elegans VP596 Pgst-4::GFP/RFP ratio, acrylamide-induced, 24 h;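 active = interference check ratio from 0.5 to 1.5 plus GFP to RFP signal ratio inhibition reaching or exceeding a fixed threshold, cut at about 30% in these data, passing the limit was not always enough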; note: some compounds called inactive have numbers as strong as hits
DNMT1 block: inhibitors of human DNMT1; P26358; DNMT1 molecular beacon, Hinp1I cleavage, fluorescence; inhibition (reported as % activation of signal), % at 10 µM; 360,000 compounds, 0.83% hits; AID 588458; in the data active = inhibition above about 50%
Tb MetRS inh: Trypanosoma brucei MetRS inhibition; 360,000 compounds, 0.4% hits; purified T. brucei MetRS, ATP depletion, Kinase-Glo luminescence; inhibition, % at 11.9 µM;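 active = inhibition above a per-plate cutoff of the control wells' mean inhibition plus 3 SD, cut at about 5.5% in these data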;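 note: 0% = DMSO wells median and 100% = median of wells with control inhibitor compound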
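Material: T. brucei methionyl-tRNA synthetase, purified; reagent: substrates ATP, L-methionine and bulk Escherichia coli tRNA; dosing: 11.9 µM single point; timing: 15 min plus 2 h at 25 °C; detection: luminescence of leftover ATP; evaluation: % inhibition; control set: DMSO-only wells as low control; replicates: singlicate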
Scp1 inh: Scp-1 (human) phosphatase inhibition; Recombinant Scp1, phosphopeptide, malachite green phosphate absorbance; Q9GZU7; inhibition, % at 20 µM; 340,000 compounds, 0.88% hits; AID 493091;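 active = inhibition above about 50% at 20 µM, limit read from the data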;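 note: plate controls were DMSO wells with enzyme for no effect and wells lacking enzyme for full effect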
Target sequence (Q9GZU7 76-261 limits assumed): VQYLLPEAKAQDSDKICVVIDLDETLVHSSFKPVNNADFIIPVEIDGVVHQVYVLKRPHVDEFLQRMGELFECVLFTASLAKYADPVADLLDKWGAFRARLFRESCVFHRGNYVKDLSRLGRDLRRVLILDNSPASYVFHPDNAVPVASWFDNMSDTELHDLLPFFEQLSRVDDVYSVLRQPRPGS
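Test system: SCP-1 phosphatase catalytic domain, residues 76-261 | Compound dosing: One concentration, 20 µM, with 1.0% DMSO | Schedule: 45 min room-temperature reaction, 5 min colour, 30 min stabiliser | Detection: Absorbance at 630 nm | Read-out basis: % inhibition of SCP-1 phosphate liberation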
Active calls of the source: *; i = inactive; . = no result given; + = active, no number.

Molecule,Tb MetRS inh,SUMO1-SIM PPI,Scp1 inh,LMPTP block,NadD inh,STEP block,SKN-1 block,CendR NRP1 mod,DNMT1 block,Neddyl block
CC1(C(=O)NC2CCCCC2)CCC(=O)N1Cc1cccs1 (stereo unspecified),0.3,4,-10,-1.4,0,12,12,0,1,i
O=C(c1ccc(Cl)cc1)c1c[nH]c(C(=O)NNc2ccccc2)c1,0.7,0,5,1.1,1,0,-2,8,10,i
CCNS(=O)(=O)c1ccc(NC(=O)c2ccccc2SCCOC)cc1,-0.8,-3,-7,-0.2,-5,-4,-3,6,-2,i
CCOC(=O)c1ccc(NC(=O)c2cccc(S(=O)(=O)N3c4ccccc4CC3C)c2)s1 (stereo unspecified),0.1,-4,-19,4.8,13,-3,-1,-11,-15,.
Cc1c(Cl)cnc(NC(=O)COC(=O)c2nn(C)c(=O)c3ccccc23)c1Cl,-0.7,9,3,-0.4,0,0,-4,10,8,i
O=C(CSc1nnc(-c2cccs2)o1)N1CCCc2ccccc21,-0.4,-5,-18,0.9,-7,4,-14,6,1,i
O=c1cc(-c2ccccc2)c2ccc(O)c(CN3CCCCC3)c2o1,-0.1,-25,-3,0.3,1,-3,-5,-6,5,+
CC(=O)[C@H]1CC[C@H]2[C@@H]3CC=C4C[C@@H](O)CC[C@]4(C)[C@H]3CC[C@]12C,1.2,0,-1,-0.8,-1,-1,4,-4,0,i
Cc1ccc(CNC(=O)CCS(=O)(=O)c2ccc(C)cc2)cc1,-0.5,19,-2,-0.3,-5,0,8,7,0,i
COCCN(C(=S)Nc1ccccc1C)C(C)c1cccs1 (stereo unspecified),-1.1,-3,-2,-1.5,0,-1,-3,26*,1,i
CC(CCc1ccccc1)NC(=O)C(=O)c1c[nH]c2ccccc12 (stereo unspecified),1.1,-2,-3,0.1,-5,-7,7,8,4,i
S=C1Nc2cc(Cl)ccc2Sc2ccccc21,0.7,1,-14,-0.5,6,-1,15,0,11,i
O=C(COC(=O)CNC(=O)c1ccc2c(c1)OCO2)Nc1ncc(Cl)cc1Cl,-0.1,6,-5,-1.0,-1,0,-5,-1,4,i
O=C(CSc1ccc(-c2ccccc2)nn1)N1CCOCC1,0.3,0,-1,0.3,-3,4,-12,-4,-1,i
CCOc1ccc(NS(=O)(=O)c2c(C)nc3sccn3c2=O)cc1,-0.7,2,-9,2.1,-10,2,-7,7,-1,i
Cc1cnc(C(=O)OCC(=O)Nc2oc(-c3ccccc3)c(-c3ccccc3)c2C#N)cn1,0.0,12,-7,2.5,26,1,3,-43,2,i
COc1ccc(/C=C2\CC/C(=C\c3ccc(OC)cc3OC)C2=O)c(OC)c1,-0.8,-12,-9,5.2,0,-20,0,109,0,i
Cc1onc(-c2ccccc2Cl)c1C(=O)Nc1nnc(C(C)C)s1,0.2,5,0,-0.3,1,-1,4,-3,-1,i
COc1ccc(NC(=O)Nc2ccc3c(c2)N(C)C(=O)CS3)cc1OC,-0.1,10,-9,0.4,0,2,1,-12,-23,i
COc1ccc(NC(=O)CCC(=O)N2CCCC2)c([N+](=O)[O-])c1,-0.4,-15,-8,-1.3,0,-2,2,0,0,i
CC1(C(=O)NS(=O)(=O)c2ccc(C#N)cc2)CCN1C(=O)C1(c2ccc(Cl)cc2)CC1 (stereo unspecified),0.3,5,.,-2.0,-1,-4,5,7,-1,i
O=[N+]([O-])c1ccccc1S(=O)(=O)NCCC1=CCCCC1,0.1,-5,10,0.2,-3,-2,20,1,-5,i
CC(C)NC(=O)COC(=O)C1CSC2(c3ccc(Br)cc3)CCC(=O)N12 (stereo unspecified),-0.6,0,-8,-2.3,7,0,5,-3,-1,i
CC(=O)Nc1nnc(SCc2cccc(F)c2)s1,-0.1,2,-9,0.3,2,-2,2,20,0,i
CN(CC(=O)Nc1ccc(F)cc1)C(=O)COc1ccccc1Cc1ccccc1,-0.1,4,-6,2.5,-8,-2,-11,6,2,i
CN1/C(=C\C(=O)COC(=O)CNC(=O)c2ccc3ccccc3c2)C(C)(C)c2ccccc21,-0.5,-17,-7,4.5,7,0,40*,-42,-8,i
CCCCCC(NC(=O)C1CCN(C(=O)[C@@H](NS(=O)(=O)c2ccc(C)cc2)C(C)C)CC1)C(=O)O (stereo partly specified),1.1,6,1,-0.7,2,1,13,16,-2,i
N=c1c(C(=O)NC2CCCC2)cc2c(=O)n3ccccc3nc2n1CCN1CCOCC1,-0.5,-18,0,0.5,-8,0,-32,-12,2,.
O=c1c2cnn(-c3ccccc3)c2nc(-c2cccs2)n1-c1ccc(Br)cc1,5.3,4,-10,0.3,16,5,18,0,-2,i
CSc1ccccc1NC(=O)c1ccc(Cl)s1,-0.2,-2,-6,0.1,-3,-3,-17,4,-2,i

Another view of some results above.
The line under a structure holds: Tb MetRS inh	SUMO1-SIM PPI	Scp1 inh	LMPTP block	NadD inh	STEP block	SKN-1 block	CendR NRP1 mod	DNMT1 block	Neddyl block
- CC1(C(=O)NC2CCCCC2)CCC(=O)N1Cc1cccs1 (stereo unspecified)
→ 0.3	4	-10	-1.4	0	12	12	0	1	i
- O=C(c1ccc(Cl)cc1)c1c[nH]c(C(=O)NNc2ccccc2)c1
→ 0.7	0	5	1.1	1	0	-2	8	10	i
- CCNS(=O)(=O)c1ccc(NC(=O)c2ccccc2SCCOC)cc1
→ -0.8	-3	-7	-0.2	-5	-4	-3	6	-2	i
- CCOC(=O)c1ccc(NC(=O)c2cccc(S(=O)(=O)N3c4ccccc4CC3C)c2)s1 (stereo unspecified)
→ 0.1	-4	-19	4.8	13	-3	-1	-11	-15	.
- Cc1c(Cl)cnc(NC(=O)COC(=O)c2nn(C)c(=O)c3ccccc23)c1Cl
→ -0.7	9	3	-0.4	0	0	-4	10	8	i
- O=C(CSc1nnc(-c2cccs2)o1)N1CCCc2ccccc21
→ -0.4	-5	-18	0.9	-7	4	-14	6	1	i
- O=c1cc(-c2ccccc2)c2ccc(O)c(CN3CCCCC3)c2o1
→ -0.1	-25	-3	0.3	1	-3	-5	-6	5	+
- CC(=O)[C@H]1CC[C@H]2[C@@H]3CC=C4C[C@@H](O)CC[C@]4(C)[C@H]3CC[C@]12C
→ 1.2	0	-1	-0.8	-1	-1	4	-4	0	i
- Cc1ccc(CNC(=O)CCS(=O)(=O)c2ccc(C)cc2)cc1
→ -0.5	19	-2	-0.3	-5	0	8	7	0	i
- COCCN(C(=S)Nc1ccccc1C)C(C)c1cccs1 (stereo unspecified)
→ -1.1	-3	-2	-1.5	0	-1	-3	26*	1	i
- CC(CCc1ccccc1)NC(=O)C(=O)c1c[nH]c2ccccc12 (stereo unspecified)
→ 1.1	-2	-3	0.1	-5	-7	7	8	4	i
- S=C1Nc2cc(Cl)ccc2Sc2ccccc21
→ 0.7	1	-14	-0.5	6	-1	15	0	11	i
- O=C(COC(=O)CNC(=O)c1ccc2c(c1)OCO2)Nc1ncc(Cl)cc1Cl
→ -0.1	6	-5	-1.0	-1	0	-5	-1	4	i
- O=C(CSc1ccc(-c2ccccc2)nn1)N1CCOCC1
→ 0.3	0	-1	0.3	-3	4	-12	-4	-1	i
- CCOc1ccc(NS(=O)(=O)c2c(C)nc3sccn3c2=O)cc1
→ -0.7	2	-9	2.1	-10	2	-7	7	-1	i

Next section
Molecule,Tb MetRS inh,SUMO1-SIM PPI,Scp1 inh,LMPTP block,NadD inh,STEP block,SKN-1 block,CendR NRP1 mod,DNMT1 block,Neddyl block
O=C(c1ccc(Cl)c([N+](=O)[O-])c1)N1CCCc2ccccc21,-2.1,-13,-2,-0.4,-1,0,-4,9,-4,i
O=C(Oc1cccc(NC(=O)c2ccccc2Cl)c1)c1ccc([N+](=O)[O-])cc1,-1.1,-26,-12,2.6,-5,-4,-13,15,-7,i
Fc1ccccc1SCc1nnc(-c2ccccc2Br)o1,0.0,-5,-13,2.0,-7,1,26,10,-3,i
CC(=O)NC(C)CCc1ccccc1 (stereo unspecified),-0.4,7,4,-1.3,-5,3,4,12,-2,i
O=C(/C=C/c1ccco1)N(Cc1ccccc1F)C1CCS(=O)(=O)C1 (stereo unspecified),0.1,-8,-3,0.6,3,1,14,-25,0,i
Cc1noc(-c2ccccc2)c1NC(=O)Nc1ccc2nc([C@H]3C[C@H](O)[C@@H](CO)O3)[nH]c2c1,-0.4,-1,.,-0.8,1,0,13,-3,-8,i
Cc1csc2c(=O)[nH]cnc12,0.0,-2,-3,-3.0,-4,-3,-3,10,2,i
O=C(CCN=C1NS(=O)(=O)c2ccccc21)OCc1ccccc1,-0.8,1,-1,-1.0,-5,2,2,18,0,i
CCOc1ccccc1OCC(=O)OCC(=O)c1c(N)n(CC(C)C)c(=O)n(C)c1=O,-0.3,-5,-4,-0.5,-3,1,2,13,-2,i

Records listed so far printed as active in Neddyl block:
Molecule,Tb MetRS inh,SUMO1-SIM PPI,Scp1 inh,LMPTP block,NadD inh,STEP block,SKN-1 block,CendR NRP1 mod,DNMT1 block,Neddyl block
O=c1cc(-c2ccccc2)c2ccc(O)c(CN3CCCCC3)c2o1,-0.1,-25,-3,0.3,1,-3,-5,-6,5,+

Assay outcomes: PubChem, several laboratories
